# CendR NRP1 mod: modulators of CendR peptide binding to NRP-1, primary screen, biochemical, fluorescence polarization, uHTS; Neuropilin-1 (Homo sapiens), O14786; FAM-RPARPAR peptide binding to NRP-1; inhibition, % at 25 µM; 360,000 tested, 0.85% active; AID 602438, 2012;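 active = inhibition or corrected inhibition above about 18%, plus a signal ratio from 0.5 to 1.5, limit read from the data, passing the limit was not always enough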; note: strong numbers were not always called active
# DNMT1 block: human DNMT1 methyltransferase inhibitors, primary screen, biochemical, molecular beacon, fluorescence, HinP1I cleavage, uHTS | DNA (cytosine-5)-methyltransferase 1 (Homo sapiens), P26358 | inhibition (reported as % activation of signal), % at 10 µM | 360,000 tested, 0.83% active; in the data active = inhibition above about 50%
# STEP inh: STEP phosphatase inhibitors, primary screen, biochemical, fluorescence intensity, uHTS. Tyrosine-protein phosphatase non-receptor type 5 (Homo sapiens), P54829. recombinant STEP, OMFP fluorogenic substrate. inhibition, % at 20 µM. 360,000 tested, 0.25% active. AID 588621, 2011;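 active = inhibition at 20 µM, scaled per plate between control wells, above about 37%, limit read from the data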;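 note: 0% = DMSO with enzyme and substrate and 100% = substrate only without enzyme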
# Target sequence (P54829 whole entry, looked up): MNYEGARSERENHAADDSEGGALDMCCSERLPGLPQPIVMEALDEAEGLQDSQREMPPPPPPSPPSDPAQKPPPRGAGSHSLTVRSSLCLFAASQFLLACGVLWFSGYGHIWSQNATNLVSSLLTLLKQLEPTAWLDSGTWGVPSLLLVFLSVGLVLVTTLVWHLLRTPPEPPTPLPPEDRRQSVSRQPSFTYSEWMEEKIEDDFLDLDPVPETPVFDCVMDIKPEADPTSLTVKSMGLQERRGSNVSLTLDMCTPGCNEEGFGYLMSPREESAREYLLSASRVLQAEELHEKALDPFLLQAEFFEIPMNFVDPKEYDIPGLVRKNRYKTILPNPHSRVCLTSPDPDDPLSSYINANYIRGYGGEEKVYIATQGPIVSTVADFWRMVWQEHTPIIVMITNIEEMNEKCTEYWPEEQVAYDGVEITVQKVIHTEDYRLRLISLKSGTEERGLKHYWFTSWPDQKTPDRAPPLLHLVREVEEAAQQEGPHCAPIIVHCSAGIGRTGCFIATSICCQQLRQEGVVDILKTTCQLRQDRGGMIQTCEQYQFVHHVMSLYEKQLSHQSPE
#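 Measure: Control-normalized % inhibition with plate pattern correction | Test system: STEP phosphatase, cell-free reaction | Medium: pH 6.0 Bis-Tris with DTT and Tween 20 | Technique: Fluorescence, 480/540 nm | Times: Reaction 20 min, ambient temperature | Doses: Single compound dose of 20 µM, 1% DMSO final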
# NadD block: inhibitors of S. aureus NadD, primary screen, biochemical, colorimetric, uHTS | Nicotinate-nucleotide adenylyltransferase NadD (Staphylococcus aureus N315) | purified NadD enzyme, colorimetric absorbance read-out | inhibition, % at 20 µM | 360,000 tested, 0.78% active | AID 602399, 2012; in the data active = inhibition above about 26%; note: some compounds past the cut are filed as inactive
# Scp1 inh: Scp-1 phosphatase inhibitors, primary screen, biochemical, colorimetric, uHTS. inhibition, % at 20 µM. 340,000 tested, 0.88% active. Carboxy-terminal domain RNA polymerase II polypeptide A small phosphatase 1 (Homo …. AID 493091, 2011. Recombinant Scp1, phosphopeptide, malachite green phosphate absorbance;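 active = inhibition above about 50% at 20 µM, limit read from the data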;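 note: plate controls were DMSO wells with enzyme for no effect and wells lacking enzyme for full effect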
# Target sequence (Q9GZU7 76-261 limits assumed): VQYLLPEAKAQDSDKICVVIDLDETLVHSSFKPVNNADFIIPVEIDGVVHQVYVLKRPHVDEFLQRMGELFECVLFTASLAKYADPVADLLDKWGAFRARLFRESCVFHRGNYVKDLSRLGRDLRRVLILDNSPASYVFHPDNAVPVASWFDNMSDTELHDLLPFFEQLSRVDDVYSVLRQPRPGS
#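 System: SCP-1 catalytic domain; Reagent: Phospho 17-mer peptide substrate; Doses: one concentration, 20 µM, with 1.0% DMSO; Incubation: 45 min room-temperature reaction, 5 min colour, 30 min stabiliser; Signal: Phosphate-binding colour reagent, absorbance read at 630 nm.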
# LMPTP inh: LMPTP phosphatase inhibitors, primary screen, biochemical, fluorescence intensity, uHTS; 360,000 tested, 0.22% active; inhibition, % at 20 µM; Low molecular weight phosphotyrosine protein phosphatase (Homo sapiens), P24666; AID 651560, 2012; recombinant LMPTP-A, OMFP fluorogenic substrate;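 active = compounds that cut the enzyme signal by at least half of the control window in the single-dose screen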;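 note: plate controls were DMSO wells with enzyme plus substrate for no effect and substrate without enzyme for full effect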
# Target sequence (P24666 whole entry, looked up): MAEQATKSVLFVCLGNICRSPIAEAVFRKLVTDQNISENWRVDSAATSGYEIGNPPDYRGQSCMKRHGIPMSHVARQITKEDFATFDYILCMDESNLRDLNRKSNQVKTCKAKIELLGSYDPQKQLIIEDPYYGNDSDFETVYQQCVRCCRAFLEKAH
#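 Test system – LMPTP-A enzyme · Amount – LMPTP-A at 0.625 nM final in the reaction · Buffer or medium – Bis-Tris pH 6.0, DTT, detergent · Reagent – OMFP 400 µM · Doses – single 20 µM dose · Schedule – reaction 50 min, room temperature, dark · Detection – fluorescence intensity of OMFP turnover product · Evaluation – percent inhibition versus substrate-only and uninhibited controls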
# Rpn11 block: Rpn11 (PSMD14) deubiquitinase inhibitors, primary screen, biochemical, fluorescence polarization, uHTS; 26S proteasome non-ATPase regulatory subunit 14 (Homo sapiens), O00487; human 26S proteasome, Ub4-pepOG fluorescence polarization; 20S core pre-blocked with epoxomicin; calls only at 20 µM; 360,000 tested, 0.59% active; AID 588493, 2011;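 active = inhibition at 20 µM, scaled to each plate's controls, above about 33%, limit read from the data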
# SUMO1 PPI mod: modulators of SUMO1 protein-protein interactions, primary screen, biochemical, uHTS; 360,000 tested, 0.33% active; AID 602429, 2012; inhibition, % at 20 µM; Small ubiquitin-related modifier 1 (Homo sapiens), P63165; SUMO1 binding to a labelled peptide, TR-FRET, 1 h; in the data active = inhibition above about 37%
# Target sequence (P63165 whole entry, looked up): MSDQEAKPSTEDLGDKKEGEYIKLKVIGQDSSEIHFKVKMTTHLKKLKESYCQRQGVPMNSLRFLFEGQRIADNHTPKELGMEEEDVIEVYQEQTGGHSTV
# SKN-1 block: suppressors of acrylamide-induced Pgst-4::GFP reporter in worms, primary screen, SKN-1 inhibitor project, whole organism, uHTS, GFP/RFP fluorescence ratio, strain VP596. AID 624304, 2012. 360,000 tested, 0.49% active. C. elegans VP596 Pgst-4::GFP/RFP ratio, 24 h. inhibition, % at 21.8 µM;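 active = interference check ratio from 0.5 to 1.5 plus GFP to RFP signal ratio inhibition reaching or exceeding a fixed threshold, cut at about 30% in these data, passing the limit was not always enough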; note: some compounds called inactive have numbers as strong as hits
# MT1-MMP act inh: blockers of MT1-MMP proenzyme processing, primary screen, HT1080 RFP-PRO-GFP cells, GFP/RFP fluorescence. Matrix metalloproteinase-14 (Homo sapiens), P50281. GFP/RFP ratio fluorescence, overnight; percent of plate control window, DMSO zero. 360,000 tested, 0.061% active. GFP/RFP ratio change, % at 20 µM;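 active = GFP/RFP ratio change of at least 30% with cell ATP level not reduced by more than half and red fluorescence within 50% of control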; note: strong numbers were not always called active
#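 Assay system: HT1080 RFP-PRO-GFP cells | Dosing: 20 µM single dose, 1% DMSO | Incubation: Cells overnight before dosing, compound overnight, 37 °C, 5% CO2 | Evaluation: GFP/RFP fluorescence ratio | Control set: DMSO-only wells and HT1080 RFP-L50D-GFP cell wells as references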
# The depositor's hits bear a star; i = inactive; · = no result given; + = active, no number.
SMILES,CendR NRP1 mod,DNMT1 block,STEP inh,NadD block,Scp1 inh,LMPTP inh,Rpn11 block,SUMO1 PPI mod,SKN-1 block,MT1-MMP act inh
O=C1CC(c2ccccc2)CN1S(=O)(=O)c1ccccc1 (configuration not stated),1,0,-2,5,0,0.9,i,2,3,8
COCCNC(=O)c1c(N)n(CCCn2ccnc2)c2nc3ccccc3nc12,4,38,0,6,-4,-1.6,+,37,1,2
COc1ccc(CNC(=O)C(=O)NCc2ccncc2)cc1,-5,0,0,2,3,-1.7,i,-1,-10,0
O=C(NC(=S)Nc1ccc2oc(=O)ccc2c1)c1ccccc1F,-1,-1,-2,1,3,-0.9,i,-3,9,-3
C=CCOc1ccc(Cl)cc1-c1noc(-c2csc([C@H]3C[C@H](O)[C@@H](CO)O3)n2)n1,5,1,1,-11,·,-0.7,i,0,5,-3
O=C(Cn1ncc2c(=O)oc3ccccc3c21)NCCC1=CCCCC1,6,0,-10,-4,-6,-0.5,i,3,2,-4
COc1ccc(-c2nc(CS(=O)CC(=O)NCCc3ccc(OC)c(OC)c3)c(C)o2)cc1 (configuration not stated),1,1,-3,-5,3,-1.1,i,3,-2,-1
Cc1ccc(Cl)cc1NC(=S)N(Cc1cccnc1)Cc1ccccc1Cl,-6,-3,14,-2,-14,0.6,i,2,9,-5
O=C(O)C1C2C=CC3(CN(Cc4ccccn4)C(=O)C13)O2 (configuration not stated),-12,0,-2,6,0,-0.4,i,-2,-11,-1
COc1cc(C2(c3ccc(O)c(OC)c3)C(=O)N(C)c3ccc(Br)cc32)ccc1O,-10,-4,-3,-5,-18,1.6,i,1,6,0
COCCCNC(=S)NNC(=O)c1ccc(C(C)(C)C)cc1,9,0,-1,-1,-11,-1.3,i,2,-14,5
COc1ccc(OCCC(=O)NCc2ccccc2)cc1,11,0,-4,-3,-8,-1.0,i,5,-4,1
CCN(CC)S(=O)(=O)c1ccc(Cl)c(C(=O)Nc2ccc(Cl)cc2[N+](=O)[O-])c1,4,3,2,-7,1,1.3,i,-5,10,-14
CSCCC(NC(N)=O)C(=O)NCc1cccc(Cl)c1 (configuration not stated),16,-1,-4,8,0,0.0,i,7,2,-6
O=C(NNC(=O)c1cccc2ccccc12)c1ccco1,4,1,1,4,-2,-2.6,i,-4,-4,-2
CC1CCCC(NC(=O)c2cc(-c3ccncc3)nc3ccccc23)C1C (configuration not stated),-5,12,3,-3,9,0.5,i,-5,14,-1
O=C(CN1CCCC1)Nc1ccc2c(c1)CCC2,0,1,1,-1,2,-1.5,i,4,-6,0
C[C@@H]1COC(=O)[C@@H](CC(=O)OC(C)(C)C)C/C=C\C[C@@H](CC(=O)NCCO)C(=O)N1,-5,5,4,-2,-11,-0.9,i,7,3,3
N#Cc1cccc(Nc2c3c(nc4ccccc24)CCC3)c1,-4,0,2,-7,-2,37,i,-1,23,0
CC(C)(C)OC(=O)NCCc1nc(NC(=O)OCc2ccccc2)sc1C(=O)O,2,·,·,·,·,-0.7,·,-2,8,8
CCOc1cc(-c2noc(CCCC(N)=O)n2)cc(Br)c1OC,0,-2,2,-2,-2,0.0,i,3,6,-2
Cc1ccc(CNC(=O)COc2ccc(C)nc2[N+](=O)[O-])cc1,-4,-1,-6,1,-10,-1.1,i,-18,-9,2
Cc1ccccc1C(=O)NC1CCN(CC(=O)Nc2ccc3c(c2)OCO3)CC1,8,0,2,-3,-11,0.0,i,-1,4,-1
Cc1cccc(C)c1NC(=O)CC(NCCc1ccccc1)C(=O)O (configuration not stated),6,5,-3,3,-8,-2.4,i,0,7,-2
CCS(=O)(=O)c1nc(S(=O)(=O)c2ccc(Cl)cc2)c(N2CCC(C(N)=O)CC2)s1,10,-2,-1,2,-3,0.0,i,4,-14,0

# Remaining list, next part.
SMILES,CendR NRP1 mod,DNMT1 block,STEP inh,NadD block,Scp1 inh,LMPTP inh,Rpn11 block,SUMO1 PPI mod,SKN-1 block,MT1-MMP act inh
O=C(Nc1ccccc1)N1CCc2c([nH]c3ccccc23)C1C(F)(F)F (configuration not stated),1,-5,0,4,20,3.4,i,5,-6,·
CC(C)C[C@H]1CNC(=S)N1CC1CCCN1C[C@H](Cc1ccc(O)cc1)N1C[C@H](Cc2ccccc2)N(CC2CCCCCC2)C1=S (some centres not stated),-8,3,7,22,7,2.1,i,6,8,-16
CCOC(=O)CC1C(=O)NCCN1C(=O)Nc1ccc(Cl)cc1 (configuration not stated),-1,-5,2,2,-13,0.5,i,-1,-3,3
O=C(C1=C(O)C(=O)N(CCCN2CCOCC2)C1c1ccccn1)c1cc2ccccc2o1 (configuration not stated),8,-2,3,7,23,-3.2,i,-9,22,1
COc1cc2c(C)nc3c(c(C)nn3-c3ccccc3)c2cc1OC,6,-4,-1,-9,-5,1.5,i,24,3,1
CC1(C(=O)NC2CCCCCC2)CCN1C(=O)C1(c2ccccc2)CC1 (configuration not stated),0,-5,-4,0,·,-0.5,i,2,14,1
CCN(CC)c1ccc2cc(C=O)c(=O)oc2c1,144,71*,-46,5,19,5.1,·,-37,-4,-32
O=C(/C=C/c1cccc([N+](=O)[O-])c1)N1CCN(C(=O)c2ccco2)CC1,0,6,-1,2,-5,1.4,i,-19,1,2
COCCCNC(=O)CN(c1cc(C(F)(F)F)ccc1Cl)S(C)(=O)=O,11,3,-1,0,2,0.5,i,1,1,-3
C=CCN1C(=O)CSc2ccc(C(=O)OCC)cc21,4,0,-2,-6,-5,-5.2,i,0,12,-6
COc1ccc(NC(=O)CS(=O)CC(=O)Nc2cccnc2)cc1 (configuration not stated),4,-1,-1,-2,-3,-0.1,i,0,-9,0
Nc1ncc(-c2ccc([N+](=O)[O-])cc2)cn1,4,1,-3,3,2,-1.7,i,-28,2,-3
COc1cccc(CNC(=O)[C@@H]2CCCN2C(=O)[C@@H]2CCCN2C(=O)c2cccs2)c1,-7,·,·,1,·,-0.2,·,1,-1,2
CCCOc1c(Br)cc(C(=O)OCC(=O)NC2CC2)cc1OC,-6,-1,-2,-2,-2,-0.3,i,1,15,0
Cc1ccc(S(=O)(=O)NN2C(=O)/C(=C/c3cccc(F)c3)SC2=S)cc1,-35,5,-1,10,-16,1.8,i,-11,-11,-2
O=C(NCCN1CCCC1)c1cc(-c2ccncc2)nc2ccc(S(=O)(=O)N3CCOCC3)cc12,-16,-2,-12,-6,-5,-1.0,i,-14,-14,10
CN(CC(=O)O/N=C(\N)c1ccc([N+](=O)[O-])cc1)S(=O)(=O)c1ccccc1,12,-3,17,-5,0,0.0,i,-25,10,1
CC1SC(c2ccc(Cl)cc2Cl)NC1=O (configuration not stated),-6,0,0,0,2,-0.9,i,2,17,4
COC(=O)Cc1ccc(NC(=S)NC2CC2)cc1,-3,-1,1,-2,-4,-1.0,i,-2,-1,9
C=CCSc1nc2sc3c(c2c(=O)n1-c1ccc(C)cc1)CCN(C)C3,-12,2,5,3,-10,2.1,i,32,-2,-2
CCCCOc1ccc(NS(=O)(=O)c2ccc(-n3cnnn3)cc2)cc1,10,-4,-4,5,-6,0.5,i,12,5,6

# Compound profiles, as listed above. Order of screens: CendR NRP1 mod, DNMT1 block, STEP inh, NadD block, Scp1 inh, LMPTP inh, Rpn11 block, SUMO1 PPI mod, SKN-1 block, MT1-MMP act inh
# `CC(C)C[C@H]1CNC(=S)N1CC1CCCN1C[C@H](Cc1ccc(O)cc1)N1C[C@H](Cc2ccccc2)N(CC2CCCCCC2)C1=S` (some centres not stated) as listed: -8, 3, 7, 22, 7, 2.1, i, 6, 8, -16
# `CCCOc1c(Br)cc(C(=O)OCC(=O)NC2CC2)cc1OC` as listed: -6, -1, -2, -2, -2, -0.3, i, 1, 15, 0

# Structural class: the entries above with an aryl methoxy group.
SMILES,CendR NRP1 mod,DNMT1 block,STEP inh,NadD block,Scp1 inh,LMPTP inh,Rpn11 block,SUMO1 PPI mod,SKN-1 block,MT1-MMP act inh
COc1ccc(CNC(=O)C(=O)NCc2ccncc2)cc1,-5,0,0,2,3,-1.7,i,-1,-10,0
COc1ccc(-c2nc(CS(=O)CC(=O)NCCc3ccc(OC)c(OC)c3)c(C)o2)cc1 (configuration not stated),1,1,-3,-5,3,-1.1,i,3,-2,-1
COc1cc(C2(c3ccc(O)c(OC)c3)C(=O)N(C)c3ccc(Br)cc32)ccc1O,-10,-4,-3,-5,-18,1.6,i,1,6,0
COc1ccc(OCCC(=O)NCc2ccccc2)cc1,11,0,-4,-3,-8,-1.0,i,5,-4,1
CCOc1cc(-c2noc(CCCC(N)=O)n2)cc(Br)c1OC,0,-2,2,-2,-2,0.0,i,3,6,-2
COc1cc2c(C)nc3c(c(C)nn3-c3ccccc3)c2cc1OC,6,-4,-1,-9,-5,1.5,i,24,3,1
COc1ccc(NC(=O)CS(=O)CC(=O)Nc2cccnc2)cc1 (configuration not stated),4,-1,-1,-2,-3,-0.1,i,0,-9,0
COc1cccc(CNC(=O)[C@@H]2CCCN2C(=O)[C@@H]2CCCN2C(=O)c2cccs2)c1,-7,·,·,1,·,-0.2,·,1,-1,2
CCCOc1c(Br)cc(C(=O)OCC(=O)NC2CC2)cc1OC,-6,-1,-2,-2,-2,-0.3,i,1,15,0

# Screening data deposited in PubChem by Sanford-Burnham Center for Chemical Genomics.
